SSB-PriA inh: inhibitors of Klebsiella pneumoniae PriA binding to SSB C-terminal tail | AlphaScreen SSBct-PriA binding, biotinylated peptide | inhibition, % at 33 µM | hit rate 0.6% among 430,000; in the data active = inhibition mostly above about 37%, no sharp cut-off; inactive = mostly below about 20%;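 also: plate controls were negative control peptide for no effect and reference peptide for full effect; strong numbers were not always called active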
The depositor's hits bear a star; i = inactive; & = joins results of further samples.

SMILES,SSB-PriA inh
CCC(NCC(O)COc1ccc(N(C)C(C)=O)cc1)C(=O)O (stereo not drawn),7
COc1cc(S(=O)(=O)NCCC2=CCCCC2)ccc1Br,4
Cc1ccc2nc(/C=C3\SC(=S)N(Cc4ccccc4)C3=O)ccc2c1,0
C#CCn1c(=NC(=O)C2CC2)sc2cc(S(N)(=O)=O)ccc21,-11
COc1ccc(S(=O)(=O)[C@@H](CN)c2ccco2)cc1,4
COc1cc(NC(=O)Cn2ncn3nc(-c4ccc(C)c(C)c4)cc3c2=O)cc(OC)c1,-3
COc1ccc(C(O)=C2C(=O)C(=O)N(CCN(C)C)C2c2cccnc2)cc1C (stereo not drawn),-18
CCOC(=O)c1csc(NC(=O)c2csc3nc(-c4ccc(F)cc4)cn23)n1,-8
Cn1c(SCC(=O)NNC2=Nc3ccccc3CC2)nc2ccccc21,16
CCCCn1c(O)c(C(CC)=NN2CCCCC2c2cccnc2)c(=O)[nH]c1=S (stereo not drawn),1
CO[C@@H](CNC(=O)C(c1ccccc1)c1ccccc1)c1ccco1,-5
CN(C)c1cnnc(N2CCN(C(=O)c3cccc(Cl)c3)CC2)c1,-1
O=C(c1ccccc1Cl)N1CCN(CCn2ccnc2-c2ccccc2)CC1,9
COc1ccc(NC(=O)c2cc(=O)c(OCc3ccc(F)cc3)co2)cc1Cl,-18
COc1cc(Cl)c(C)cc1NC(=O)CSc1nc2cc(-c3ccccc3)sc2c(=O)n1C,-4
Cc1ncc(CO)c(C=NNC(=O)c2ccccc2Br)c1O,7
Cc1cccc2sc(N(CCCN(C)C)C(=O)c3cccc(C(F)(F)F)c3)nc12,-11
CC(C)(C)CC(=O)NCCCS(=O)(=O)N1CCN(c2ccc(F)cc2)CC1,-14
O=C(NCC#CCOc1ccc2c(c1)OCO2)c1ccc(=O)[nH]c1,0
O=C1/C(=C/c2cccc(Cl)c2)Oc2c1ccc1c2CN(C2CCS(=O)(=O)C2)CO1 (stereo not drawn),6
CCOc1ccccc1NC(=O)NCCn1nc(-c2ccccn2)cc1C1CC1,-10
Cc1cc2cc(CCNC(=O)/C=C\c3ccc4c(c3)OCO4)c(=O)[nH]c2cc1C,0
O=C(NCCc1ccoc1)c1ccc2c(c1)OCO2,6
COC(=O)N1CCC(CNC(=O)c2c(F)cccc2Cl)CC1,-16
O=C(NC1CCC(Oc2cnccn2)CC1)c1c[nH]c2ccccc12 (stereo not drawn),-4
CCOC(=O)c1cnn2ccc(NC(=O)c3snnc3C)cc12,-15
CC(C)Oc1ccc(C(=O)N2CC(n3ccnn3)C2)cc1,-10
CCOc1ccc2nc(Nc3nc4ccc(S(C)(=O)=O)cc4s3)sc2c1,4
CSc1cccc(NC(=O)C(=O)N2CCN(c3cccc(Cl)c3)CC2)c1,-18&14
O=c1ccc(-c2nc(-c3ccsc3)no2)cn1Cc1ccccc1C(F)(F)F,3
Cn1c(SCC(=O)N2CCc3ccccc32)nnc1-c1ccc(=O)n(C)c1,-6
Cc1ccsc1C=Nn1c(COc2ccccc2)n[nH]c1=S,0
O=C(Cn1cncn1)NN=Cc1c2ccccc2cc2ccccc12,-19
CN(C)c1ccc(C=NNC(=O)C2CC2c2ccccc2)cc1 (stereo not drawn),44*
Cc1cc(N)n(-c2nc3c(cnn3-c3ccccc3)c(=O)[nH]2)n1,-1&10
CC(=O)Nc1ccc(CC(=O)N2CCC(Oc3cc(C)n(C)c(=O)c3)CC2)cc1,-4
O=S(=O)(c1ccc(F)cc1)C1CCCN(S(=O)(=O)c2ccccc2Cl)C1 (stereo not drawn),-13
O=C(NCc1cccnc1)NC1CC(=O)N(c2cccc(F)c2)C1 (stereo not drawn),8
NC(=O)c1ccccc1NC=CC(=O)c1ccc(Cl)cc1,-2
Cc1ccc(-c2cn3c(CC(=O)NCc4ccco4)csc3n2)cc1,5&23
CC(=O)OC(C)(C)/C=C/C(=O)C(C)(O)C1[C@H](O)C[C@@]2(C)C3CC=C4C(C=C(O[C@@H]5O[C@H](CO)[C@@H](O)[C@H](O)[C@H]5O)C(=O)C4(C)C)[C@]3(C)C(=O)C[C@]12C (stereo partly drawn),-9
COCCn1c(SC/C=C/c2ccccc2)nnc1-c1c[nH]c2ccccc12,3
O=C(NCc1ccc(F)cc1)c1nnn(-c2ccccc2)c1CSc1ncccn1,-12
O=C(c1cccc(C(F)(F)F)c1)N1CCC(c2nnc(C3CC3)s2)CC1,-14
CC(C)CCNC(=O)C(=O)NC1CC1,-1
COc1ccc(CCNC(=O)C(=O)NCC2OCCN2S(=O)(=O)c2ccc([N+](=O)[O-])cc2)cc1OC (stereo not drawn),-10
COc1ccc(C(=O)NCCc2nc3ccccc3n2Cc2cc(C)ccc2C)cc1OC,17
CCOc1cc(C=NNC(=O)CN2CCCCC2)ccc1O,-13
COc1ccc2cc(C=NO)c(Cl)nc2c1,-13
O=C(NCC1CC(=O)N(c2ccccc2)C1)C1CCc2nc[nH]c2C1 (stereo not drawn),-8

The results go on:
SMILES,SSB-PriA inh
O=C(Cn1nc(-c2cccc([N+](=O)[O-])c2)ccc1=O)NCc1ccc2c(c1)OCO2,3
O=C(c1ccccc1Cl)N1CCC(CSCc2ccco2)CC1,-1
Cc1cccc(N2CCN(S(=O)(=O)CCNC(=O)c3n[nH]c4ccccc34)CC2)c1,11
CC(C)(C)NCC(O)COCC12CC3CC(CC(C3)C1)C2 (stereo not drawn),3
CCOC(=O)c1ccc(NC(=O)CSc2cn(CCNC(=O)c3ccccc3C)c3ccccc23)cc1,-7
O=C(NCC1CCN(Cc2ccsc2)CC1)c1ccc(OC(F)(F)F)cc1,-17
COc1ccc(CNC(=O)Cc2csc(Nc3ccc(S(C)(=O)=O)cc3)n2)cc1,-6
CCOc1cc2c(cc1O)/C(=N/OC)CC1C2CCC2(C)C(O)CCC12 (stereo not drawn),i
O=C(COc1ccnc2c1CCCC2)NCc1ccco1,-6
CC(C)(C)C1(C)NN=C2Sc3ccccc3N21 (stereo not drawn),-18
O=C(NCc1nccc(N2CCCC2)n1)Nc1ccc(F)c(Cl)c1,6
O=C(O)c1ccc(C=NNc2ncc(Cl)cc2Cl)cc1,-13
COc1cc(C(=O)NCCn2ncc3c(N4CCOCC4)ncnc32)cc(OC)c1OC,-9
O=Cc1c(-c2ccccc2)nc2sccn12,4
O=C(c1noc2c1CCCC2)N1CCCC(Cc2nc(-c3cnccn3)no2)C1 (stereo not drawn),62
CC(=O)Nc1ccc(S(=O)(=O)N2CCC[C@H](c3nnc(C)s3)C2)cc1,-7
Cn1c(=O)c2c(Nc3ccc4c(c3)OCCO4)ccnc2n(C)c1=O,-9
O=C(Cn1cnc2c(sc3cccc(F)c32)c1=O)NCc1ccccc1Cl,-8&-8
CCCCCCOc1ccc(C(C)=NNC2=NCCN2)cc1[N+](=O)[O-],25
COc1ccc(NC(=O)c2ccco2)cc1N1CCCC1=O,16

An excerpt from above in order of SMILES length, rising:
SMILES,SSB-PriA inh
CCC(NCC(O)COc1ccc(N(C)C(C)=O)cc1)C(=O)O (stereo not drawn),7
O=C(NCC#CCOc1ccc2c(c1)OCO2)c1ccc(=O)[nH]c1,0
O=C(NCC1CC(=O)N(c2ccccc2)C1)C1CCc2nc[nH]c2C1 (stereo not drawn),-8

Continuation:
SMILES,SSB-PriA inh
CC(C)Oc1ccc(C(=O)Nc2nnc(Cc3cccs3)o2)cc1,28
CCc1ccc(S(=O)(=O)N=C2C=C(Nc3ccc(O)cc3)C(=O)c3ccccc32)cc1,95*
COC(=O)c1ccccc1NC(=O)Cn1cccc(S(=O)(=O)N2CCOCC2)c1=O,-8
O=C(Nc1cnc(-n2ccnc2)nc1)c1c(F)cccc1F,-3
O=C(C1CC(=O)N(c2ccc(F)cc2)C1)N1CCC(CSc2ccccn2)CC1 (stereo not drawn),-22
COc1cc(NC(=O)NCC2CCN(C(=O)c3cc4ccccc4o3)CC2)cc(OC)c1OC,9
COC(=O)c1ccccc1NC(=O)c1ccc2nnsc2c1,-14
O=C(OC1CN(c2nc3c(Cl)cccc3s2)C1)C1CCC1,-18
Cc1ccc(-c2cc(=O)n(CC(=O)Nc3nc4ccc(C)cc4s3)cn2)cc1,-13
Cc1ccc(S(=O)(=O)N2CCc3ccc(NC(=O)c4ccc5c(c4)OCO5)cc3C2)cc1,-3
COC(=O)C1C(=O)NCC1c1cccnc1 (stereo not drawn),6
COc1ccc(C=NN2C(=O)CSC2=S)cc1Br,-6
CCOc1ccccc1S(=O)(=O)N1CC(c2nc(-c3ccsc3)no2)C1,-15
CCc1c(C)nc(SCC(=O)Nc2ccc(F)cc2F)[nH]c1=O,6&9
O=C(CSc1nc2c(sc3ncccc32)c(=O)n1Cc1ccccc1)NC1CCCCC1,-14
CCOC(=O)c1c(NC(=O)c2cc(C)no2)sc2c1CC(C)(C)NC2(C)C,-10
CC(C)c1nnc(C2CCN(C(=O)Cn3ccc4ccccc43)CC2)o1,-16
O=C(CCc1ccccc1)NCCn1ncc2c(N3CCN(c4ccc(F)cc4)CC3)ncnc21,-17
COc1ccc(CC(=O)Nc2nc3c(OC)cc([N+](=O)[O-])cc3s2)cc1C,-4
Cc1cc(NC(=O)CSc2ccc(NC(=O)C3CC3)nn2)on1,-13&-9
O=C(Oc1ccc(OCc2ccccc2)cc1)c1ccc([N+](=O)[O-])cc1,3
Cc1ccc2nc(C3CN(S(=O)(=O)c4c(C)noc4C)C3)[nH]c2c1,-8
O=C(NN=C/C(Cl)=C/c1ccccc1)c1ccccn1,3
C[C@@H](Cc1ccoc1)NC(=O)CSC1CCCC1,-10
O=C(NCCn1ncc2c(N3CCN(Cc4ccccc4)CC3)ncnc21)c1cnccn1,-12
N#CCn1cnc2c(-c3cccc(Cl)c3)csc2c1=O,3
Cn1nc(-c2ccc(F)cc2)cc1C(=O)N(Cc1nn(C)c2c1CCC2)C1CCCC1,0
CN(C)c1cncc(OC2CCN(C(=O)NCc3cccs3)C2)n1 (stereo not drawn),18
COc1ccc(NC(=O)Cn2c(=O)n(-c3ccc(CC(=O)NC4CC4)cc3)c(=O)c3ccccc32)cc1,-5
CCC(C(=O)NCCn1nc(-c2ccco2)ccc1=O)c1ccccc1 (stereo not drawn),-4
CC1=C(C#N)C2C(C1=NO)C2(C)C (stereo not drawn),-12
O=c1[nH]c(SCc2cc3c(cc2Cl)OCO3)nc2ccccc12,-3&8
O=C(Nc1cccc(-c2ccc3nnc(-c4cccs4)n3n2)c1)c1cccc([N+](=O)[O-])c1,-13
COc1ccc2nc(-c3ccc(NC(=O)c4c(OC)cccc4OC)cc3)cn2n1,-1
Cc1nnsc1C(=O)Nc1cc(OCc2ccc3c(c2)OCO3)ncn1,-11
O=C(COc1ccccc1)Nc1nnc(Cc2ccc(Cl)s2)o1,15
CC(=O)Nc1ccc(NC(=O)CCn2cnc3c(cnn3C(C)(C)C)c2=O)cc1,-6
Cc1cc2ncc3c(n2n1)CCN(S(=O)(=O)c1ccc2oc(=O)n(C)c2c1)C3,-16
NC(=O)c1c(NC(=O)Cc2ccc(F)cc2)sc2c1CCC2,1
COc1cccc(C(=O)NCC2CCCN2c2ccccc2)c1OC (stereo not drawn),32

Among those listed so far, 2 contain a cyano group:
SMILES,SSB-PriA inh
N#CCn1cnc2c(-c3cccc(Cl)c3)csc2c1=O,3
CC1=C(C#N)C2C(C1=NO)C2(C)C (stereo not drawn),-12

The list continues:
SMILES,SSB-PriA inh
COc1ccc(S(=O)(=O)NCC(c2cccnc2)N2CCOCC2)cc1OC (stereo not drawn),-3
O=C(Nc1ccccc1-c1nc2ccccc2[nH]1)c1ccc(F)c(F)c1,14
O=C(Nc1nc2c(s1)CN(C(=O)CCS(=O)(=O)c1ccccc1)CC2)c1ccoc1,0
COc1ccc(-c2nsc(SCC(=O)N3CCCCC3)n2)cc1,-12
Cc1ccc(C(O)CNC(=O)C2(c3ccc(Cl)cc3)CCCC2)o1 (stereo not drawn),6
COc1ccccc1C(=O)NCC(=O)NN=Cc1ccncc1,-17
O=C(NCCC1=CCCCC1)NC1CC(=O)N(c2ccc3c(c2)OCCO3)C1 (stereo not drawn),-10
COc1cccc(NC(=S)NN=C2CCCCc3ccccc32)c1,1
O=C(NCc1cc(-c2ccc3c(c2)OCCO3)on1)c1ccc(=O)[nH]c1,-5
O=C(/C=N\O)Nc1ccccc1C(=O)O,-17
O=C(c1cccc(OCc2ccccc2)c1)N1CCC(S(=O)(=O)Cc2ccco2)CC1,-7
Cc1cc(NC(=O)c2c(F)cccc2F)ccc1N1CCCCC1=O,-11&-3
O=C1CC(N2CCN(Cc3ccccc3)CC2)C(=O)N1Cc1ccc2c(c1)OCO2 (stereo not drawn),10
O=c1c2ccccc2nc(SCc2nc(-c3cccc(C(F)(F)F)c3)no2)n1Cc1ccco1,-6&3
Cc1nc2c(c(=O)n1CCC1=CCCCC1)c1nc3ccccc3nc1n2N=Cc1ccccc1,-12
Cc1nnsc1C(=O)NN=Cc1ccc2ccccc2c1O,-9
COc1ccc(S(=O)(=O)N2CCN(c3ccc4nncn4n3)CC2)cc1C,5

4 entries from above, field by field:
Cc1cc(NC(=O)c2c(F)cccc2F)ccc1N1CCCCC1=O
  SSB-PriA inh: -11&-3

O=C1CC(N2CCN(Cc3ccccc3)CC2)C(=O)N1Cc1ccc2c(c1)OCO2 (stereo not drawn)
  SSB-PriA inh: 10

O=c1c2ccccc2nc(SCc2nc(-c3cccc(C(F)(F)F)c3)no2)n1Cc1ccco1
  SSB-PriA inh: -6&3

Cc1nc2c(c(=O)n1CCC1=CCCCC1)c1nc3ccccc3nc1n2N=Cc1ccccc1
  SSB-PriA inh: -12

Bioassay records (PubChem)

Only part of the results is shown; the hit share may differ from the screen's.
